Screening results from PubChem BioAssay.
FXN GAA850 act: frataxin GAA850 promoter activation; HEK293 lucGAA850 FXN promoter luciferase reporter, 24 h; percent of 10 µM SAHA response; activation, % at 6 µM; 360,000 compounds, 0.56% hits; AID 540364;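 active means activation above the average of all compounds screened plus 3 SD, cutoff fixed separately per campaign, cut at about 7.5% in these data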;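 further: 0% = DMSO wells and 100% = 10 µM SAHA wells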
PG9 Ab binder: small molecules binding HIV-1 gp120 antibody PG9; AID 624416; TR-FRET gp120-PG9 antibody binding; 360,000 compounds, 0.43% hits; inhibition, % at 6.7 µM; in the data active means inhibition above about 8.5%
DAX1 inh-1: inhibits human nuclear receptor DAX1; HEK293 Gal4-DAX1 luciferase reporter, luminescence; P51843; 340,000 compounds, 0.99% hits; inhibition, % at 6.75 µM; AID 504766;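 active means inhibition above the mean over all tested compounds plus 3 SD, cut at about 4.2% in these data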;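 further: 0% = DAX1-transfected cells with DMSO and 100% = empty-vector control cells with DMSO; inhibition shows as a rise in luminescence from relieved DAX1 repression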
Target sequence (P51843 207-470 limits assumed): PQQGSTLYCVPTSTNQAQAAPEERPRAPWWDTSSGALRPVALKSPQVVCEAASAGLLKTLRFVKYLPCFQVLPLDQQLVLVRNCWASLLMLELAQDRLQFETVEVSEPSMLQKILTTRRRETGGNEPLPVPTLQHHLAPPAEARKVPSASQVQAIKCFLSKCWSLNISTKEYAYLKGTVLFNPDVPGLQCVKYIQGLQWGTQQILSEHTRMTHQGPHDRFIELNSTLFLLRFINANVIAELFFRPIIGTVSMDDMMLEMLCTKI
hgDAF12 agonist: hgDAF-12 agonism, primary luciferase screen | HEK293 GAL4-hgDAF12 UAS-luciferase reporter, agonist luminescence; normalized to butyrate control | 370,000 compounds, 1.8% hits | activation, % at 6.8 µM;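 active means activation above a cutoff set at the mean of all screened compounds plus 3 SD, cut at about 10% in these data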;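 further: 0% = DMSO wells and 100% = sodium butyrate wells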
SMARCA2 act: SMARCA2 function activation, primary screen; 370,000 compounds, 1% hits; activation, % at 9.1 µM; AID 652017; MG213 cells, MMTV-luciferase reporter, dexamethasone, overnight; in the data active means activation above about 7.8%;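 further: 0% = vehicle wells and 100% = reference activator wells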
ssDAF12 agonist: activators of S. stercoralis DAF-12 nuclear receptor. 370,000 compounds, 1% hits. AID 652126. HEK293 ssDAF-12/GRIP1 lit1-tk-luc reporter, luminescence; % of 3 µM dafachronic acid response. activation, % at 6.8 µM;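 active means activation above the mean over all tested compounds plus 3 SD, cut at about 0.9% in these data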;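 further: 0% = DMSO-only wells and 100% = 3 µM delta7-dafachronic acid wells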
DAX1 inh-2: blocks DAX1 repression of SF-1 activated StAR promoter. inhibition, % at 6.8 µM. HEK293T StAR-luciferase reporter, SF-1/DAX-1 repression relief. 370,000 compounds, 1.1% hits. AID 652010;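 active means inhibition above the mean over all tested compounds plus 3 SD, cut at about 3.6% in these data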;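 further: 0% = DAX-1 cells with DMSO and 100% = cells lacking DAX-1 with DMSO; higher inhibition means more luminescence from relief of DAX-1 repression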
GC-A act: GC-A (human) enzyme activation. AID 1671463. 370,000 compounds, 0.14% hits. activation, % at 10 µM. HEK293 GC-A cells, cGMP TR-FRET, EC30 ANP; 0% at EC30 ANP, 100% saturating ANP; in the data active means activation above about 40%
hcDAF12 agonist: H. contortus DAF-12 activation, primary screen; HEK293 hcDAF-12 lit1-tk-luc reporter, luminescence; 0% DMSO, 100% Δ7-dafachronic acid; activation, % at 6.8 µM; 370,000 compounds, 1.4% hits; AID 652067;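 active means activation above the mean of all tested compounds plus 3 SD, cut at about 5.5% in these data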;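 further: 100% = response to 3 µM Δ7-dafachronic acid high control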
ADAM10 inh: inhibits human ADAM10; O14672; recombinant ADAM10, EDANS/DABCYL FRET peptide cleavage, 3 h; inhibition, % at 7 µM; 370,000 compounds, 0.62% hits;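 active means inhibition above a per-campaign cutoff equal to the mean of compounds falling between control-based bounds plus 3 SD, cut at about 20% in these data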;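 further: 0% = DMSO wells while the 100% control is not disclosed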
Target sequence (O14672 214-748 limits assumed): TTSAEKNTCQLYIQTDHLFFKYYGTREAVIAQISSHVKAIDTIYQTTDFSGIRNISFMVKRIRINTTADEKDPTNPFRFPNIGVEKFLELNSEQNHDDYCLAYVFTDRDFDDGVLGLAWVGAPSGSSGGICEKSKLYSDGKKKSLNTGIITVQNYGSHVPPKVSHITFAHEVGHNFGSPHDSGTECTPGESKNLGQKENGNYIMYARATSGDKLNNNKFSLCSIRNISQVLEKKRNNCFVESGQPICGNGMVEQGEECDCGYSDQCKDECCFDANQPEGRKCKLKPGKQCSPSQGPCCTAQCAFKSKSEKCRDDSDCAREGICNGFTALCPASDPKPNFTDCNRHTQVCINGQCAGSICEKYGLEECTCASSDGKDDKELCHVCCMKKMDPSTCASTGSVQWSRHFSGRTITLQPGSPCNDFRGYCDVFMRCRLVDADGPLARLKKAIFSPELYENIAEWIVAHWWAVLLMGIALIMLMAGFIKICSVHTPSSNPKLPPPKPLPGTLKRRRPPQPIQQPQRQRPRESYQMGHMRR
ADAM17 inh: inhibitors of human ADAM17. P78536. recombinant ADAM17, EDANS/DABCYL FRET peptide cleavage. inhibition, % at 6.95 µM. 370,000 compounds, 0.83% hits. AID 720648;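 active means inhibition above the mean of compounds lying between control limits plus 3 SD, set per campaign, cut at about 8.5% in these data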;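 further: 0% = DMSO-only wells as the low control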
Active calls of the source: *; nt = not tested or not shown; & = joins results of further samples.

SMILES	FXN GAA850 act	PG9 Ab binder	DAX1 inh-1	hgDAF12 agonist	SMARCA2 act	ssDAF12 agonist	DAX1 inh-2	GC-A act	hcDAF12 agonist	ADAM10 inh	ADAM17 inh
C=CCN(c1ccccc1)S(=O)(=O)c1cccc(C(=O)NCC(c2ccccc2OC)N2CCCC2)c1 (centres undefined)	-12	1.4	-1.1	0.0	-3	-0.8	1.1	3	-1.0	-4	5
O=C(O)COc1ccc(NC(=O)c2ccc3c(c2)C(=O)N(C2CCCCC2)C3=O)cc1	-1.0	-0.3	0.4	1.8	-3	-1.0	0.5	2	-1.1	-2	1
CCCc1nc(NCC2CCCO2)c2nnn(Cc3ccccc3)c2n1 (centres undefined)	-1.2	0.3	-0.8	0.8	-2	-1.0	-0.4	7	0.3	1	0
Cc1cccc(NC(=S)NC(C)C(c2ccccc2)N2CCN(C)CC2)c1C (centres undefined)	-1.3	-1.5	1.8	-2.7	5	-2.1	-0.4	-13	-0.9	-1	-1
O=C(Nc1cnn(Cc2ccc(F)cc2)c1)c1cnccn1	1.6	-1.1	1.2	1.5	-1	-1.2	-0.1	-7	-0.3	12	5
C=C(CCC(=O)c1ccccc1)C(=O)c1ccccc1	-5.9	1.0	-0.3	-1.8	-3	-1.9	-0.9	-26	-0.4	1	0
COc1ccc(NC(=O)N(C2CCCCC2)C(C)c2cccnc2)c(OC)c1 (centres undefined)	-3.7	-1.4	0.6	-1.4	-1	-1.7	0.5	-3	-0.2	4	-5
NC(=O)CCNC(=O)c1ccc(Cl)cc1	-0.4	0.0	1.1	-0.8	-3	-1.0	-0.5	1	0.7	-5	-2
Cc1ccc(Oc2nc(CN3CCOCC3)nc3sc4c(c23)CCC(C)C4)cc1C (centres undefined)	1.3	1.1	-1.2	-0.9	-2	-1.9	-0.8	1	-0.3	0	-1
O=C(CCC(=O)N1CCSc2ccccc21)Nc1ccc(F)cc1	-0.5	1.5	1.6	-1.2	-4	-0.9	-0.7	-3	1.4	-2	-2
COc1ccc(C2=NN(C(=O)CCC(=O)O)C(c3cccs3)C2)cc1OC (centres undefined)	2.2	0.5	0.1	-0.7	7	-1.4	-0.3	0	-1.2	-97	-39
O=C(CCNC(=O)c1ccc(Cl)cc1)NC1CCCCCC1	2.6	0.9	0.5	0.0	-2	-0.4	0.6	1	-1.1	-3	-4
Cc1ccc(S(=O)(=O)N2CCN(S(=O)(=O)c3ccc4c(c3)OCCO4)CC2)cc1	3.0	-0.9	0.6	0.6	-3	-1.1	0.8	1	0.7	-6	-2
O=C(COC(=O)c1cccs1)NCC1CCCCC1	1.7	-1.0	2.9	-1.5	1	-1.1	0.3	4	0.7	4	-3
COCCN(C(=S)Nc1c(C)cc(C)cc1C)C(C)c1cccnc1 (centres undefined)	0.8	0.8	0.3	-0.9	0	-1.3	0.2	4	0.9	2	2
Cc1ccc2nc(NC(=O)C3CCCN3C(=O)OC(C)(C)C)sc2c1 (centres undefined)	2.4	0.5	-1.1	-0.8	-2	-0.5	0.0	8	-1.3	-5	1
CCC(C)c1c(O)nc(SCc2ccccc2)[nH]c1=O (centres undefined)	-0.9	-2.6	-1.0	2.3	7	-1.7	-0.1	-1	-1.1	-2	1
CCn1c(Cc2cccs2)nnc1SCC(=O)Nc1cccc2ccccc12	nt	nt	nt	0.4	0	-1.4	0.1	-3	-1.2	-6	-2
CSCc1ccc(C(=O)NCCSc2ccc(Br)cc2)cc1	2.9	-2.3	0.1	6.0	2	-0.9	4.1*	1	5.2	3	1
CC(=O)Nc1cccc(NC(=O)c2csc(C)c2)c1	2.2	-1.4	-0.3	1.1	-2	-0.8	1.0	4	-1.8	-10	-2

Gathered by group: the entries above with an aryl methoxy group.
SMILES	FXN GAA850 act	PG9 Ab binder	DAX1 inh-1	hgDAF12 agonist	SMARCA2 act	ssDAF12 agonist	DAX1 inh-2	GC-A act	hcDAF12 agonist	ADAM10 inh	ADAM17 inh
C=CCN(c1ccccc1)S(=O)(=O)c1cccc(C(=O)NCC(c2ccccc2OC)N2CCCC2)c1 (centres undefined)	-12	1.4	-1.1	0.0	-3	-0.8	1.1	3	-1.0	-4	5
COc1ccc(NC(=O)N(C2CCCCC2)C(C)c2cccnc2)c(OC)c1 (centres undefined)	-3.7	-1.4	0.6	-1.4	-1	-1.7	0.5	-3	-0.2	4	-5
COc1ccc(C2=NN(C(=O)CCC(=O)O)C(c3cccs3)C2)cc1OC (centres undefined)	2.2	0.5	0.1	-0.7	7	-1.4	-0.3	0	-1.2	-97	-39

Additional structures.
SMILES	FXN GAA850 act	PG9 Ab binder	DAX1 inh-1	hgDAF12 agonist	SMARCA2 act	ssDAF12 agonist	DAX1 inh-2	GC-A act	hcDAF12 agonist	ADAM10 inh	ADAM17 inh
CCc1ccc(-c2nc(CS(=O)CC(=O)NCCN3CCCCCC3)c(C)o2)cc1 (centres undefined)	-2.2	-2.4	0.3	0.3	1	-1.2	0.3	11	0.4	-1	-2
Cn1c(Cn2nnc3ccccc32)nnc1SCC(=O)Nc1nccs1	2.9	0.6	-0.7	2.1	-2	-1.2	0.1	3	-2.3	-10	-3
Cc1cn([C@H]2C[C@H](O)[C@@H](CNCc3ccc(Oc4cc(-n5cccn5)ncn4)cc3)O2)c(=O)[nH]c1=O	-0.3	-0.9	0.4	2.5	-2	-1.9	-0.1	3	-0.5	-14	-4
C[C@H](CO)N1C[C@H](C)[C@H](CN(C)S(=O)(=O)c2ccc3ccccc3c2)OCc2cnnn2CCCC1=O	-0.3	-0.5	0.3	-2.7	-2	-0.2	1.2	3	-0.8	-16	-5
O=C(Nc1nnc(CC2=CCCCC2)s1)c1cccs1	2.5	0.7	2.8	0.8	1	-0.6	-0.1	-2	-1.0	3	-6
Cc1ccc2nc(C)c3c(c2c1)OC(C(C)(Cl)Br)C3 (centres undefined)	2.2	0.1	-1.4	-3.1	-5	-2.0	-1.6	-4	-3.4	-10	-3
CCC(NC(C)C)C(O)c1ccc(O)c(O)c1 (centres undefined)	5.2	-3.8	0.5	-4.4	-4	-1.6	1.0	4	-3.8	-13	-6
O=C(COC(=O)c1ccco1)Nc1nc2ccccc2s1	2.5	-0.8	-0.5	2.5	5	-0.5	0.9	0	3.0	3	-2
NS(=O)(=O)c1ccc(CCNc2nn3c(-c4cccc(OC(F)(F)F)c4)cnc3s2)cc1	-3.9	1.5	nt	-7.8	-8	-2.0	-4.2	-8	-5.2	21*	6
CSc1ncc(-c2ccccc2)cn1	2.7	0.1	2.3	1.7	1	-0.9	0.6	-1	0.3	6	1
CC(=O)Nc1cccc(-c2ccnc3c2CC(C(=O)NCCC(F)(F)F)O3)c1 (centres undefined)	-2.7	0.3	nt	0.4	-3	-1.1	0.6	0	-1.5	-12	-4
O=C(N/N=C/c1ccsc1)c1c[nH]c2ccccc12	2.7	-2.1	0.3	6.0	2	0.9	0.2	1	2.9	-6	-4
O=C1CCOc2cc(OCc3ccccc3)ccc21	0.8	2.2	1.2	12*	2	0.2	2.5	5	9.2*	-16	-5
Cn1cccc1-c1cc(C(=O)N/N=C/c2ccc(Cl)cc2)[nH]n1	2.9	-1.9	-1.8	-2.0	-2	-0.3	-0.4	0	-1.4	1	-1
Cc1cccnc1NC(=O)c1ccc(Cl)c(S(=O)(=O)N2CCCCCC2)c1	1.7	0.9	-0.2	-0.9	-2	-1.5	-2.1	2	-1.7	-2	1
O=C(COc1nsnc1N1CCOCC1)Nc1ccccc1Cl	0.1	-1.1	-0.1	-1.5	-2	-1.0	-0.5	2	-1.7	7	0
Cc1cc(OCCNCCO)cc(C)c1Cl	2.2	1.1	1.2	0.7	-2	-1.7	-0.1	-1	-0.9	-8	-6
CCOc1ccc(-n2nc3c(SCCN4CCCC4)nnc(C)c3c2C)cc1	1.8	3.1	-1.1	-0.4	-2	-1.1	0.0	7	2.5	-16	-2
CCC(C)c1ccc(NC(=O)c2cccnc2)cc1 (centres undefined)	7.1	-0.6	1.0	9.9	9.8*	-0.3	3.1	2	2.0	-1	-2
O=C(COC(=O)CCc1ccc(S(=O)(=O)N2CCOCC2)cc1)Nc1ncc(C(F)(F)F)cc1Cl	-0.6	2.4	1.7	-0.6	-3	-1.5	0.7	-4	3.0	-9	-4
CCCNC(=O)c1cc(C2CCCN(C(=O)c3cc(C(C)(C)C)nn3C)C2)on1 (centres undefined)	-0.2	0.0	nt	1.2	-1	-1.8	0.2	-1	-1.6	-3	-2
CCC(C)Sc1ccc(-c2nc3cnccn3c2NC2CCCCC2)cc1 (centres undefined)	3.6	4.9&5.3	1.0	2.4&4.2	3&1	-0.9&-1.1	0.3&0.3	29&9	-0.7&1.7	-241	-63&-116
Cc1ccc(NC(=O)N2C(=O)C3(OCCO3)c3ccccc32)cc1	2.6	1.2	2.4	9.4	5	-0.2	1.3	-3	2.2	-7	-3
O=C(O)COc1ccc(=O)n(-c2ccccc2)n1	-1.0	-1.1	-1.2	0.9	-1	-0.9	-0.2	0	-1.6	0	-3
C=CCN1C(=O)c2n[nH]c(COC)c2C1c1ccc(C)cc1 (centres undefined)	nt	-0.3	nt	-0.9	-6	-1.4	-0.2	1	-1.6	1	-1
CN(C)c1ccc(C=NCC2COc3ccccc3O2)cc1 (centres undefined)	-1.5	-2.2	-1.6	-1.1	-2	0.8	0.0	-1	-0.2	6	3
COc1ccc(CNc2cccc3[nH]c(C(F)(F)F)nc23)cc1OC	-0.5	-3.5	-1.1	-0.5	-2	-1.6	0.3	-1	-0.8	-7	-2
NC(=O)c1cc([N+](=O)[O-])ccc1NCc1ccc(F)cc1	7.3	0.3	-0.5	-0.1	3	-1.3	0.4	-2	0.6	4	2
Cc1ccc(S(=O)(=O)N2C[C@H]3C(=O)C[C@@H](c4ccccc4)N(S(=O)(=O)c4ccc(Br)cc4)[C@H]3C[C@H]2c2ccccc2)cc1	nt	-2.6	nt	-1.2	-1	-1.4	0.1	-1	-1.2	10	5
O=S(=O)(c1ccc(Br)cc1)c1nc(-c2ccccc2)oc1N1CCOCC1	2.5	0.2	1.1	-0.1	-1	-0.8	0.4	-4	1.0	-3	-2
COc1ccc(NC(=O)C(CC(C)C)NC(=O)C2CCCCC2)c(OC)c1 (centres undefined)	-1.0	0.9	-2.1	-0.6	3	-2.0	-0.1	-4	-1.5	0	-3
CC(C)(C)C1CCC(C(=O)OCC(=O)Nc2ccc3[nH]c(=O)[nH]c3c2)CC1 (centres undefined)	3.2	0.8	0.1	-2.1	4	-0.9	-0.3	-4	0.7	4	1
COc1ccccc1NC(=O)Nc1ccc(Cl)c(S(=O)(=O)Nc2ccccc2OC)c1	2.6	-2.7	-2.2	5.1	-2	-1.2	-0.1	-4	-2.8	1	1
Cc1cccc2sc(N(CCCN3CCOCC3)C(=O)CS(=O)(=O)c3ccc(F)cc3)nc12	-1.7	0.7	2.3	0.5	1	-0.6	0.5	-3	-0.4	-8	0
CC1=NN(c2ccccc2)C(=O)C1(C)[N+](=O)[O-] (centres undefined)	0.6	-0.2	0.8	-2.3	-3	-1.4	0.4	2	-1.2	3	-1
COc1ccc(S(=O)(=O)N2CCN(C(=O)COc3ccc(C)c(C)c3)CC2)cc1OC	0.7	-0.9	-0.7	-2.6	-1	-1.5	-3.4	-4	-1.7	-1	-1
